PP1 inh – PP1-alpha phosphatase inhibitors, primary screen, counter-screen for PP5 inhibitor project, biochemical, fluorescence, OMFP substrate, single point; Serine/threonine-protein phosphatase PP1-alpha catalytic subunit (Homo sapiens), P62136; purified PP1alpha; inhibition, % at 6.7 µM; actives 0.9% (n = 320,000);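 active means inhibition above the mean inhibition of all tested compounds plus 3 SD, computed separately for each screening campaign, cut at about 15% in these data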
PP5 inh – PP5 phosphatase inhibitors, primary screen, biochemical, fluorescence | Serine/threonine-protein phosphatase 5 (Homo sapiens), P53041 | purified PP5c, OMFP substrate fluorescence | inhibition, % at 6.7 µM | actives 0.18% (n = 320,000);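 active means inhibition above the campaign's mean inhibition across all tested compounds plus 3 SD, cut at about 9.5% in these data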;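 further: 0% = DMSO only and 100% = 100 µM cantharidin control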
Target sequence (P53041 whole entry, looked up): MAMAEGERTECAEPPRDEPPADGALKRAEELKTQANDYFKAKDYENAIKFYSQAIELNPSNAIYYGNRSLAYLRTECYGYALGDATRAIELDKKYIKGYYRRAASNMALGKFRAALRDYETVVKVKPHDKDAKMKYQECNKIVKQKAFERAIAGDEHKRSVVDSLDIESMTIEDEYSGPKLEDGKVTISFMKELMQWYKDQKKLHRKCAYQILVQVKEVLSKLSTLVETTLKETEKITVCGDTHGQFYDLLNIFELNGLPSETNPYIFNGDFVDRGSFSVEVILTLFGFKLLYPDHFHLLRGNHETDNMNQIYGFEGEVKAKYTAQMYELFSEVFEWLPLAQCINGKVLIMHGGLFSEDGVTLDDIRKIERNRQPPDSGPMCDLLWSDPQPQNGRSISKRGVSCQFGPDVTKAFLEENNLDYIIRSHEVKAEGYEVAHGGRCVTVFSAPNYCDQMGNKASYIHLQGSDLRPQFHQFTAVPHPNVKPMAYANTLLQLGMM
Efflux pump mplx – inhibitors of Candida efflux pumps in yeast, primary screen, S. cerevisiae, Nile Red, multiplex | S. cerevisiae Candida pump triplex | inhibition, % at 10 µM | actives 0.44% (n = 330,000) | AID 485275, 2010;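 active means plate passing quality check with inhibition over a set limit, or well fluorescence over plate mean plus 4 SD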;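 further: Nile Red retained in pooled yeast measured as flow cytometry median fluorescence; 0% = buffer negative control and 100% = Enniatin B positive control; higher means more Nile Red kept so more efflux inhibition; some compounds called inactive have numbers as strong as hits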
LYPLA2 inh – LYPLA2 inhibitors, primary screen, counter-screen for PME1 inhibitor project, biochemical, fluorescence polarization, FP-Rh probe ABPP; recombinant LYPLA2; inhibition, % at 5.9 µM; actives 0.38% (n = 320,000);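 active means inhibition above the screen-wide mean plus 3 SD, limit set per campaign, cut at about 26% in these data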;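 further: 0% = LYPLA2 with DMSO and 100% = wells lacking LYPLA2 enzyme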
TPT1 inhibitor – Candida albicans TPT1 enzyme inhibitors, primary screen, biochemical, fluorescence polarization | actives 0.81% (n = 300,000) | tRNA 2'-phosphotransferase TPT1 (Candida albicans SC5314) | inhibition, % at 5 µM | recombinant caTPT1, FP RNA substrate dephosphorylation | AID 1962, 2009;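 active means inhibition above the mean of all tested compounds plus 3 SD, set per screening campaign, cut at about 24% in these data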;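 further: plate controls were DMSO alone for no effect and ferristatin control at 100 nM for full effect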
HCV core dimer – inhibitors of HCV core protein dimerization, primary screen, biochemical, TR-FRET, high-throughput; AID 1899, 2009; TR-FRET GST/Flag-core106 dimerization, 1536-well; actives 0.33% (n = 300,000); inhibition, % at 5 µM;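 active means inhibition above the mean of all tested compounds plus 3 SD, set per screening campaign, cut at about 45% in these data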
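Test system: GST/Flag-tagged HCV core106 proteins; Medium: KF-containing HEPES buffer, pH 7.45, DTT, CHAPS, BSA; Times: compound-protein-antibody incubation 4 h at 22.5 °C; Detection: TR-FRET 671 and 617 nm emission; Benchmarks: wells lacking GST-core106 and wells with excess unlabelled core106.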
Fh CTSL1 inh – Fasciola hepatica cathepsin L1 inhibitors, primary screen, counter-screen for PFM18AAP inhibitor project, biochemical, QFRET, fluorogenic peptide substrate | actives 0.49% (n = 300,000) | recombinant F. hepatica cathepsin L1, Z-Leu-Arg-MCA fluorescence | AID 1906, 2009 | inhibition, % at 5.96 µM;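 active means inhibition above the mean of all tested compounds plus 3 SD, set per screening campaign, cut at about 17% in these data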;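 further: 0% = plate median of test compound wells and 100% = 1 µM Z-Phe-Ala-diazomethylketone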
GASC-1 inh – inhibitors of GASC-1 histone demethylase, primary screen, biochemical, fluorescence, DELFIA europium; GST-JMJD2C(1-420) H3K9me3 demethylation; inhibition, % at 2.35 µM; actives 0.069% (n = 330,000); AID 2099, 2009;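 active means more than half of a compound's replicate wells show inhibition beyond 50%, single wells judged on their own value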;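 further: signal counts dimethyl H3K9 product captured on neutravidin plate; 0% = median of DMSO wells and 100% = 0.3 times that DMSO median; strong numbers were not always called active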
Target sequence (Q9H3R0 1-420 limits assumed): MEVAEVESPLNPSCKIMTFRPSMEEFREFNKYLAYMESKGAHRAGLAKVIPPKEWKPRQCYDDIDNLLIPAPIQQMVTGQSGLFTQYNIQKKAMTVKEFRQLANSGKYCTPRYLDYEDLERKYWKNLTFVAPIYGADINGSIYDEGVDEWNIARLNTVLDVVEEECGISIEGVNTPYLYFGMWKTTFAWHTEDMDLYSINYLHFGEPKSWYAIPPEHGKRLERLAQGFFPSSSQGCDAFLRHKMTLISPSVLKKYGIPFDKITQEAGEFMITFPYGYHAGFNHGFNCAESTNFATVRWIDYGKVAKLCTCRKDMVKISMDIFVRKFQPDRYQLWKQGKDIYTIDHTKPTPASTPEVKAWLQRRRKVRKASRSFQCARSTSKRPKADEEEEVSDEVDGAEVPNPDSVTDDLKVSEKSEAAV
PREPL inhibitor – PREPL enzyme inhibitors, primary screen, biochemical, fluorescence polarization | actives 0.68% (n = 320,000) | recombinant PREPL, fluorescence polarization activity-based probe | Prolyl endopeptidase-like (Homo sapiens), Q4J6C6 | AID 2751, 2010 | inhibition, % at 5.96 µM; in the data active means inhibition above about 43%;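 further: 0% = enzyme with DMSO and 100% = wells lacking enzyme; many of its hits are not listed in these tables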
* = called active by the depositor; . = no result given. An excerpt (hit frequency here may not be typical).

SMILES	PP1 inh	PP5 inh	Efflux pump mplx	LYPLA2 inh	TPT1 inhibitor	HCV core dimer	Fh CTSL1 inh	GASC-1 inh	PREPL inhibitor
CCOc1ccc(Br)cc1S(=O)(=O)Nc1ccc(Cl)c(S(=O)(=O)N(CC)c2ccccc2)c1	3	3.7	-0.2	-29	-4	28	17*	-39	5
COc1ccc(CC(=O)OCC(=O)Nc2ccc(Cl)cn2)cc1	-2	0.6	-0.1	10	-4	-1	1	-3	-6
CC(C)(C)c1ccc(/C=C(\C#N)C(=O)NCCN2CCOCC2)cc1	1	1.4	-0.1	10	-4	-3	0	5	20
O=C(NNC(=S)NC(=O)c1ccc(Br)cc1)c1ccc([N+](=O)[O-])cc1	12	1.9	0.0	5	0	0	1	0	11
CCCC[C@@H]1C[C@H]1[C@@H](NC(=O)c1ccco1)c1ccccc1C(F)(F)F	0	1.0	.	-10	-2	12	4	.	-2
CCCCc1cc(=O)oc2cc(OCC(=O)N3CCC(C(N)=O)CC3)ccc12	-2	2.4	-0.3	9	-3	2	2	-6	12
O=C(N/N=C/c1ccccn1)c1sc2ccccc2c1Cl	4	0.9	0.0	3	-1	2	0	5	6
COCCN(C(=O)CSCc1ccc(C)cc1)c1c(N)n(CC(C)C)c(=O)[nH]c1=O	0	-1.2	-0.2	0	.	.	.	0	-1
c1ccc(-n2nnnc2Sc2n[nH]c(-c3ccncc3)n2)cc1	-5	-2.0	0.0	1	3	0	1	4	-1
Cc1nn(C)c(C)c1Sc1ccc(Br)cc1	5	2.2	0.0	3	-3	-3	0	-5	-8

Random excerpt: 2 entries already listed.
SMILES	PP1 inh	PP5 inh	Efflux pump mplx	LYPLA2 inh	TPT1 inhibitor	HCV core dimer	Fh CTSL1 inh	GASC-1 inh	PREPL inhibitor
CCCC[C@@H]1C[C@H]1[C@@H](NC(=O)c1ccco1)c1ccccc1C(F)(F)F	0	1.0	.	-10	-2	12	4	.	-2
Cc1nn(C)c(C)c1Sc1ccc(Br)cc1	5	2.2	0.0	3	-3	-3	0	-5	-8

Next section
SMILES	PP1 inh	PP5 inh	Efflux pump mplx	LYPLA2 inh	TPT1 inhibitor	HCV core dimer	Fh CTSL1 inh	GASC-1 inh	PREPL inhibitor
COc1ccc(Br)cc1CNC(=O)CCC(=O)n1nc(C)c2ccccc21	-2	1.7	-0.6	1	-3	17	3	-31	-3
COCCNC(C)C(=O)C12CC3CC(CC(C3)C1)C2 (configuration not stated)	-3	3.1	0.1	1	0	2	-10	-13	21
O=C1C2ON(c3ccccc3)C(c3ccccn3)C2C(=O)N1c1ccc(Br)cc1 (configuration not stated)	-1	1.5	-0.1	-3	-4	4	2	-1	2
O=C(OCCN1CCOCC1)c1ccc(O)cc1	2	0.3	0.2	1	-1	2	2	0	0
Cc1ccc(S(=O)(=O)Nc2ccc(Cl)cn2)cc1	-3	-3.7	0.0	3	-1	6	-2	26	3
CCOC(=O)c1c(NC(=O)CN2C(=O)NC3(CCC(C)CC3)C2=O)sc(C(=O)N(C)C)c1C (configuration not stated)	-1	-1.1	0.1	-7	3	10	4	-4	-3
COc1ccc(OCCC(=O)NC2CCCCC2)cc1	-1	0.3	-0.1	7	-8	-2	3	1	0
O=C(NCCc1ccccc1Cl)C1CCC(=O)N(C2CCCCCC2)C1 (configuration not stated)	0	3.7	0.2	-8	-2	-12	-2	0	15
O=C1CC(SCCO)C(=O)N1c1ccccc1 (configuration not stated)	-2	3.9	-0.1	5	-2	1	-3	-5	15
CCn1c(SCC(=O)c2c[nH]c3ccccc23)nnc1-c1cccs1	-1	1.6	-0.1	1	25*	-4	-4	-6	10
COc1ccc(C(=O)C2C(c3ccc(-c4ccccc4[N+](=O)[O-])o3)NC(=O)NC2(O)C(F)(F)F)cc1 (configuration not stated)	0	2.2	0.4	-2	5	-4	5	7	1
CN(C)/C(=N\S(=O)(=O)c1ccccc1)c1ccc(Cl)cc1	-1	0.8	-0.1	-7	-1	0	-7	-10	2
CCOC(=O)C1CCN(C(=O)CN(c2ccc(OC)cc2)S(=O)(=O)c2c(C)noc2C)CC1	-3	-1.2	-0.1	-6	1	-1	1	22	1
CCCCN(C(=O)CN1C(=O)C2CCCCC2C1=O)c1c(N)n(CCCC)c(=O)[nH]c1=O (configuration not stated)	-5	3.0	0.0	3	1	-3	3	-8	-6
c1ccc(-c2noc(CSc3nc4ccccc4o3)n2)cc1	0	-0.7	-0.2	4	-1	-2	0	4	1
O=c1[nH]n(-c2ccc([N+](=O)[O-])cc2)c(=O)c2ccccc12	-4	1.5	0.1	34*	0	5	4	-3	29
FC(F)C(F)(F)c1cc(-c2ccc(Cl)cc2)n[nH]1	2	6.7	0.3	-3	1	-4	1	120	-10
COCCNC(=O)CN(Cc1ccc(OC)cc1)C(=O)CCC(=O)Nc1nccs1	-4	-8.2	0.1	-1	-3	-19	0	21	3
COC(=O)C1=C(Cn2cnc3ccccc32)NC(=O)NC1c1cc(C)ccc1C (configuration not stated)	1	1.3	0.1	9	-2	4	1	-5	5
Cc1ccc(CN2CCC(c3cc(-c4ccc(Cl)cc4)n[nH]3)CC2)cc1	6	3.5	0.4	19	2	-10	1	-7	-1
COc1ccc(CCC(=O)NCc2cn3ccsc3n2)cc1	-2	4.0	0.0	0	2	-2	-3	2	6
CCCOC(=O)NC1C(NC(=O)OCCC)N(C)C(=O)N1C (configuration not stated)	-3	0.2	-0.2	-2	2	1	5	3	8
S=C(NCc1ccccn1)Nc1ccc(Cl)cc1Cl	-3	1.0	0.0	6	-4	-1	-7	1	-5
C=CCNC(=O)c1oc2ccc(S(=O)(=O)N(CC)CC)cc2c1C	-4	3.0	0.0	2	2	1	-1	5	0
COc1ccc(NC(=O)CCNC(=O)Cn2cnc3sc4c(c3c2=O)CCCC4)c(OC)c1	-1	0.5	-0.1	-1	5	-12	0	2	4
CCN(C(=O)c1cnc(NC(C)C)cc1C(F)(F)F)c1ccc(Cl)cc1	3	4.8	0.2	-4	-2	9	2	2	-1
COc1cc(-c2nnc(-c3cc(OC)c(OC)c(OC)c3)o2)cc(OC)c1OC	0	1.1	0.0	2	3	-4	0	-21	-14
Cc1cc(NC(=O)c2ccc(C)c([N+](=O)[O-])c2)no1	-2	-0.6	-0.1	3	-1	-10	-2	-17	8
CCC(C)(C)NC(=O)CN(CC1CCCO1)C(=O)CCC(=O)Nc1nccs1 (configuration not stated)	-2	-0.1	0.0	2	-8	-9	-3	0	10
COc1ccc(C2C(C#N)=C(N)N(N(C)C)C3=C2C(=O)CC(C)(C)C3)cc1OC (configuration not stated)	3	-0.1	0.0	8	-2	-5	-3	-9	7
COc1ccc(-c2nnnn2CCc2ccccc2)cc1	-4	4.0	-0.1	4	-3	-1	4	0	-12
O=C(CCn1nc(-c2ccc(Cl)cc2)ccc1=O)N1CCN(c2ccccc2)CC1	11	1.3	-0.1	4	-6	-4	4	9	-33
CCn1c(SCC(=O)Nc2c(C#N)cnn2-c2ccccc2)nnc1-c1cccs1	-2	0.7	0.0	2	3	-1	1	-6	-12
O=C(Nc1nccs1)c1cc2sccc2n1Cc1ccc(Cl)cc1	-5	0.7	-0.9	3	-4	3	1	-7	-1
Cc1ccsc1C(=O)NCCc1nnc2ccccn12	-4	1.2	-0.1	-3	-2	-4	-4	8	11
CCOc1ccc(C2C3=C(Nc4nc(N)[nH]c(=O)c42)c2ccccc2C3=O)cc1 (configuration not stated)	2	0.6	0.1	-5	-1	-24	2	-6	16
COc1ccc(-c2ccnc3nc(Sc4ncc(C(F)(F)F)cc4Cl)nn23)cc1	0	6.6	0.5	-12	3	8	2	0	6
Cc1cc(C)c(NC(=O)CN2CCN(C)CC2)c(C)c1	-4	-1.6	0.0	0	-5	-1	1	1	-2
CN(C)C(CNS(=O)(=O)c1ccc(F)cc1)c1cccnc1 (configuration not stated)	-8	0.0	0.1	-3	-1	-5	-1	3	-10
O=C(CN1CCN(c2ccccc2)CC1)Nc1c(C(=O)C2CC2)oc2ccccc12	-1	1.2	-0.1	2	-3	-2	0	-2	24
Cc1ccc([N+](=O)[O-])cc1S(=O)(=O)N1CCN(C)CC1	-5	-1.1	-0.1	0	-1	-2	-2	-1	4
CSc1cc(-c2ccco2)oc1C(=O)c1ccco1	-4	-0.9	-0.1	9	6	1	-3	-4	3
O=C(O)c1cc(O)c2c(c1)C(=O)c1cccc(O)c1C2=O	3	-0.7	0.1	-3	-30	-3	0	-46	9
O=C(Nc1csc(Cc2c(Cl)cccc2Cl)n1)NN1CCOCC1	2	0.5	0.0	-2	-1	0	-3	21	-2
O=C(NC(=O)N1CCN(c2ccc([N+](=O)[O-])cn2)CC1)c1ccccc1F	-4	1.0	0.1	0	-2	0	5	-26	11
CC(C)Cn1c(N)c(C(=O)COC(=O)c2ccccc2Cl)c(=O)n(C)c1=O	-3	0.7	0.7	-3	1	2	2	12	16
O=C(NCCCNc1ccc(C(F)(F)F)cc1[N+](=O)[O-])c1ccc(F)cc1	3	1.7	0.0	0	0	-8	3	-5	11
COc1ccc(/C=N/Nc2ccccn2)cc1O	-1	2.2	0.1	1	0	0	-1	-9	2
O=C(CSc1nnc(-c2ccco2)o1)c1ccccc1Cl	-8	-0.1	0.0	3	1	3	-1	-2	1
COc1cc(NC(=S)NC(=O)c2cccs2)ccc1NC(=O)C(C)C	-1	1.3	0.3	8	0	-1	0	-8	1
Continued:
SMILES	PP1 inh	PP5 inh	Efflux pump mplx	LYPLA2 inh	TPT1 inhibitor	HCV core dimer	Fh CTSL1 inh	GASC-1 inh	PREPL inhibitor
Cc1nn(C)c(C)c1CN(Cc1nc(-c2ccc(F)cc2F)oc1C)C1CC1	4	-1.1	-0.1	4	-5	0	4	2	27
Cc1cccc(N2CCN(C(=O)c3ccc(NS(=O)(=O)c4ccc5[nH]c(=O)[nH]c5c4)cc3)CC2)c1C	3	3.5	0.6	-5	2	24	1	13	-10
COc1ccc(-n2c(C)cc(C(=O)COc3ccc(C)nc3[N+](=O)[O-])c2C)cc1	1	4.6	0.0	26*	4	8	0	1	0
Cc1cc(C)c(C)c(S(=O)(=O)NCCCN2CCCC2=O)c1C	-4	0.6	-0.9	5	-3	-5	-4	0	7
CC(=O)N(C)c1ccc(NC(=O)Nc2ccc(C)cc2)cc1	-2	2.4	-0.1	2	0	-10	-1	3	3
CC(c1ccccc1)C1CC(=O)N(c2ccccc2)C1=O (configuration not stated)	-5	3.4	0.1	10	-1	0	-1	8	4
Cc1ccc(CSCC(=O)Nc2ccc3c(c2)OCO3)cc1	-1	-1.5	-0.1	-4	0	0	0	-1	-19
Cc1[nH]c(=O)[nH]c(=O)c1NC(=O)c1ccc(OC(C)C)cc1	-2	0.1	0.1	4	1	9	-1	3	4
CCC(C)(C)N(C(=O)CCC(=O)Nc1cc(C)on1)C(C(=O)NC(C)(C)C)c1ccc(OC)cc1 (configuration not stated)	1	1.5	0.2	2	0	2	2	2	-10
O=C(NCCc1csc(-c2cccnc2)n1)c1ccc(Cl)cc1	-3	2.0	-0.3	4	-6	3	-6	49	-6

Assay outcomes from PubChem.
